RGS7-Gao reg: RGS7-Galphao binding modulators, primary screen, biochemical, multiplexed bead flow cytometry | Guanine nucleotide-binding protein G(o) subunit alpha (Homo sapiens), P09471 | actives lie on both sides | binding response (% of control), % at 10 µM | 0.35% of 220,000 active; in the data active = binding response below about 49% or above about 150%; inconclusive = no clear call, values can overlap the other calls; inactive = in between;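 note: fluorescent Galphao held in activated GDP-AlF4 state binding bead-coupled RGS7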
Bim-Mcl-1: inhibitors of Bim peptide binding to Mcl-1, primary screen, biochemical, bead-based flow cytometry, multiplex. Induced myeloid leukemia cell differentiation protein Mcl-1 (Homo sapiens), Q07820. 0.1% of 190,000 active. Bim peptide-Mcl-1 binding. inhibition, % at 10 µM;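 note: 0% = no compound tracer wells and 100% = peptide blocker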
Target sequence (Q07820 whole entry, looked up): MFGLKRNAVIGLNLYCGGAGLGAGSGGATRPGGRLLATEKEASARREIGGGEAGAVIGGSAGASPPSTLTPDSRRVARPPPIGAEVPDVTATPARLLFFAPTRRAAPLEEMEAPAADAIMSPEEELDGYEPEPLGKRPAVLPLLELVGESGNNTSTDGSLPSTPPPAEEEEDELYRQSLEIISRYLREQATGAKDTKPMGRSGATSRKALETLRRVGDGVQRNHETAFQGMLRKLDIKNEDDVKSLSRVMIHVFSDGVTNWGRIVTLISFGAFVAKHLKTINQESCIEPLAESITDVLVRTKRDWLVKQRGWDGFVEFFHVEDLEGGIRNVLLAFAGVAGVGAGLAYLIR
RGS8-Gao: RGS8-Galphao binding modulators, primary screen, biochemical, multiplexed bead flow cytometry; Guanine nucleotide-binding protein G(o) subunit alpha (Homo sapiens), P09471; actives lie on both sides; response (percent of control binding), % at 10 µM; 0.34% of 220,000 active; in the data active = response below about 60% or above about 140%; inactive = in between;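 note: Galphao activated as the GDP aluminium fluoride complex binding bead-coupled RGS8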
Bcl-B Bim block: inhibitors of Bim-Bcl-B binding, primary screen, biochemical, multiplexed, human Bcl-2 family. bead-based flow cytometry, Bim peptide-Bcl-B binding. inhibition, % at 10 µM. 0.073% of 190,000 active. AID 951, 2007;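 note: 0% = tracer peptide without compound and 100% = reference inhibitor peptide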
Target sequence (Q9HD36 whole entry, looked up): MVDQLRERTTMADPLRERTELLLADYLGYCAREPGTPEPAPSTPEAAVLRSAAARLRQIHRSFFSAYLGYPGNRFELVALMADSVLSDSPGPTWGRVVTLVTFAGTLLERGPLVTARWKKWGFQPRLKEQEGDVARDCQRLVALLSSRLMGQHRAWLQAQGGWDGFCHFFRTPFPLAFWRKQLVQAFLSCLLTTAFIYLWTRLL
ABCG2 block: ABCG2 efflux pump inhibitors, primary screen, multiplex with ABCB1, IgMXP3 cells, flow cytometry | inhibition, % at 6.6 µM | Broad substrate specificity ATP-binding cassette transporter ABCG2 (Homo sapiens), Q9UNQ0 | JC-1 efflux | AID 1325, 2008 | 0.1% of 190,000 active;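 active = inhibition above 80%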;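 note: 0% = DMSO and 100% = nicardipine control wells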
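Test system: IgMXP3 cells (ABCG2) mixed with DDAO far-red-labelled CCRF-Adr cells (ABCB1). Reagent: JC-1 transporter substrate. Compound dosing: single test compound dose, 6.6 µM final. Times: 10 min compound exposure, 25 °C. Detection: flow cytometry of retained JC-1 fluorescence. Read-out basis: efflux inhibition in percent versus controls. Controls: nicardipine and DMSO wells.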
Bim-Bfl-1: inhibitors of Bim binding to Bfl-1, primary screen, biochemical, multiplexed, bead-based flow cytometry; Bcl-2-related protein A1 (Homo sapiens), Q16548; Bim-Bfl-1 binding inhibition; inhibition, % at 10 µM; 0.12% of 190,000 active; AID 1008, 2008;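 note: 0% = wells without compound plus tracer and 100% = blocker peptide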
Bim-Bcl-2: inhibitors of Bim-Bcl-2 binding, primary screen, biochemical, multiplexed, human Bcl-2 family; Apoptosis regulator Bcl-2 (Homo sapiens), P10415; Bead-based flow cytometry, Bim peptide-Bcl-2 binding; inhibition, % at 10 µM; 0.06% of 190,000 active; AID 950, 2007; in the data active = inhibition above about 40%; inconclusive = no clear call, values can overlap the other calls;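 note: 0% = no compound wells with probe peptide and 100% = reference peptide inhibitor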
RGS4-Gao reg: modulators of RGS4 binding to Galphao, primary screen, biochemical, multiplexed bead flow cytometry; actives lie on both sides; binding response (% of control), % at 10 µM; 0.33% of 220,000 active; in the data active = binding response below about 49% or above about 150%; inactive = in between;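 note: fluorescent Galphao activated with aluminum fluoride binding bead-coupled RGS4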
Bim-Bcl-W: inhibitors of Bim binding to Bcl-W, primary screen, biochemical, multiplexed, bead-based flow cytometry | Bim peptide-Bcl-W binding | inhibition, % at 10 µM | 0.02% of 190,000 active | AID 952, 2007;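 note: 0% = bound tracer without compound and 100% = peptide blocker; higher means less fluorescent Bim peptide bound to Bcl-W beads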
Target sequence (Q92843 whole entry, looked up): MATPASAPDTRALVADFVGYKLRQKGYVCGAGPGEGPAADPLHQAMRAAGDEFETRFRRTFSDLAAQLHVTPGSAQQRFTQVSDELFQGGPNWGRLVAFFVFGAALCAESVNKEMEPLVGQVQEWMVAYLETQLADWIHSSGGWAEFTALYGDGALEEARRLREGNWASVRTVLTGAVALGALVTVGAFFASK
ABCB1 block: ABCB1 efflux pump inhibitors, primary screen, cell-based, multiplex, flow cytometry, ABCG2 counter-screen. 0.067% of 190,000 active. ATP-dependent translocase ABCB1 (Homo sapiens), P08183. AID 1326, 2008. CCRF-Adr cells, JC-1 efflux. inhibition, % at 6.6 µM; in the data active = inhibition above about 40%;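 note: 0% = vehicle and 100% = reference inhibitor; higher value means more JC-1 retained so stronger ABCB1 efflux block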
Bim-Bcl-XL: inhibitors of Bim-Bcl-XL binding, primary screen, biochemical, multiplexed, bead flow cytometry, human Bcl-XL; AID 1007, 2008; 0.04% of 190,000 active; inhibition, % at 10 µM; Bcl-2-like protein 1 (Homo sapiens), Q07817; Bim peptide-Bcl-XL binding, fluorescence
Target sequence (Q07817 whole entry, looked up): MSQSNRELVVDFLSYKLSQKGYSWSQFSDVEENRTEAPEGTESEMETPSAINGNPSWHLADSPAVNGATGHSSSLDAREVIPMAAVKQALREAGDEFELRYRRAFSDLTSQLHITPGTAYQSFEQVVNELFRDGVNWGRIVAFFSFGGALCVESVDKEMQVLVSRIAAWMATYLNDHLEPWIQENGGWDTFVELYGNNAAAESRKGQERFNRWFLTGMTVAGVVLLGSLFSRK
Starred values were filed as active, the others as inactive; ? = inconclusive; / = no result given; [ ] = remark or other dose. Cut-off read from the data, not from the text of the source, unless noted: active = inhibition above about 40%.

SMILES	RGS7-Gao reg	Bim-Mcl-1	RGS8-Gao	Bcl-B Bim block	ABCG2 block	Bim-Bfl-1	Bim-Bcl-2	RGS4-Gao reg	Bim-Bcl-W	ABCB1 block	Bim-Bcl-XL
COc1ccc(-c2c(C)nn3c(N)c(C#N)cnc23)cc1OC	101	-4	103	-7	2	-8	-2	101	-2	0.1	-4
Cc1ccc(S(=O)(=O)Cc2csc(N)n2)cc1	98	-6	95	-3	3	-1	0	97	-3	-0.2	-7
CC(Sc1nnc(-c2cccs2)n1Cc1ccccc1)C(=O)NCc1ccc2c(c1)OCO2 (stereo unspecified)	99	-3	100	-10	3	-16	-11	102	0	1.8	-6
CSc1nc2ccccc2cc1/C=C(\C#N)c1cccc(Cl)c1	98	4	99	4	-1	2	2	100	6	-0.2	3
CCOC(=O)c1sc(NC(=S)NC(=O)C2CCCC2)cc1C	139	-3	103	-7	0	-4	-6	106	-4	0.1	-5
O=C(CCCC(=O)NNC(=O)Nc1ccccc1)NNC(=O)Nc1ccccc1	98	0	100	-3	0	-5	-1	99	-3	0.2	-2
O=S(=O)(CCCc1ccccc1)c1ncn[nH]1	105	3	105	-2	2	-4	0	107	3	0.3	-2
CC(=O)NC1=NN(C(C)=O)C(c2ccccn2)S1 (stereo unspecified)	100	0	103	-1	4	-8	-2	102	0	2.7	-3
O=C(/C=C/c1cccc([N+](=O)[O-])c1)Nc1cc(C(=O)O)cc(C(=O)O)c1	97	-1	98	0	4	-3	-1	99	-1	0.9	-1
COc1cc(C(=O)OCC(=O)N2CCCC2)cc(OC)c1OC	103	-6	103	-7	5	-10	-6	102	-3	2.0	-7
CC(CCc1ccco1)NC(=O)CSc1cc(=O)n(C)c2ccccc12 (stereo unspecified)	99	0	99	0	25	0	2	98	0	1.5	0
Cc1ccc2[nH]c(-c3ccccc3)c(CN3CCCC3)c(=O)c2c1	107	0	98	-3	1	-3	-5	99	-3	0.2	-1
CCn1c(SCC(N)=O)nnc1-c1ccc2[nH]c(C)c(C)c2c1	96	-8	102	-9	11	-16	-10	102	-3	1.0	-13
CCOc1ccc2nc(N3CCCN(C(=O)Nc4ccccc4C)CC3)c(C#N)cc2c1	103	4	102	-7	4	-5	4	106	6	1.1	2
Cc1cc2nc(C)n(CCCNC(=O)Nc3ccccc3)c2cc1C	180*[activator]	1	170*[activator]	1	2	4	5	158*[activator]	0	0.1	-1
CC(Sc1nncs1)C(=O)Nc1ccc2c(c1)OCO2 (stereo unspecified)	97	-1	101	-6	15	-1	-4	103	-4	-1.1	-3
CC(Cc1cccnc1)NC(=O)CCc1nnc(-c2ccccc2)o1 (stereo unspecified)	103	-5	102	-3	3	-6	-2	99	-5	0.4	-3
CCCCCc1nc(-c2nonc2N)no1	100	5	100	-1	1	-11	1	101	3	0.2	2
CN(Cc1ccccc1)C(=O)COC(=O)c1cc(Cl)nc(Cl)c1	88	0	87	0	2	-6	0	94	-1	0.9	0
COc1cc2[nH]c(=S)nc(NCCc3ccc(C)cc3)c2cc1OC	98	16	98	0	-1	3	4	100	20	-0.5	32
Cc1ccc(Nc2nc3ccccc3s2)cc1	100	-2	105	-2	-2	0	0	91	-4	0.0	-6
Cc1ccc(-c2noc(CCC(=O)NCCc3ccccc3Cl)n2)cc1	98	-5	99	-2	5	-7	-3	97	-4	1.0	-3
COc1cccc(CN2CCN(Cc3c(C)nn(C(C)C)c3C)CC2CCO)c1 (stereo unspecified)	98	0	102	-2	0	-8	-2	100	-3	0.1	-2
COC(=O)c1ccc(NS(=O)(=O)c2cccc3cccnc23)cc1	102	3	102	3	2	-9	-5	100	4	0.4	0
COc1ccc(C2c3[nH]c4ccccc4c3CCN2C(=O)c2cc3ncccn3n2)c(F)c1 (stereo unspecified)	99	-1	101	-6	4	-5	-3	101	0	1.4	1
CCNC(=S)Nc1cc(C)ccn1	102	0	94	-22	1	1	-2	94	4	0.1	5
CSc1nnc(C)c(=O)n1COC(=O)COc1ccccc1C	99	-10	94	-2	2	-1	-1	98	-6	0.2	-5
O=C(NCc1ccco1)C1c2ccccc2Oc2ccccc21	89	-1	98	-1	4	-4	-3	87	0	0.6	0
Cn1c(=N)n(CC(O)c2cccc3ccccc23)c2ccccc21 (stereo unspecified)	108	3	105	0	1	-5	1	109	8	0.4	-2
CC(C)(C)c1ccc(C(=O)CSc2ncn[nH]2)cc1	104	-2	100	-14	6	-5	-7	101	-2	0.9	-6
O=C(Nc1ccc(F)cc1)N1CCCC(c2nc3c(nnn3Cc3ccccc3Cl)c(=O)[nH]2)C1 (stereo unspecified)	125	-3	129	-3	-1	-11	-4	127	-4	-0.4	0
O=C(CSc1nncs1)Nc1ccc2c(c1)OCO2	98	-1	103	-2	1	-5	1	103	-1	0.6	-3
O=[N+]([O-])c1ccc(Cl)cc1NCCCN1CCOCC1	98	-6	102	1	-2	-3	-3	100	0	0.1	0
Cc1nnc2n1N=CC=C(c1ccccc1)S2	99	-2	98	-8	5	-9	-6	100	0	1.0	-2
Cc1csc(SCC(=O)Nc2sc3c(c2C#N)CCC3)n1	98	0	100	-2	0	0	0	94	0	0.0	0
O=C(O)CC(NC(=O)CCC1CCCCC1)c1cc([N+](=O)[O-])ccc1Cl (stereo unspecified)	111	0	102	-2	0	-6	-1	103	1	0.0	-2
Cc1ccc2nc(CSc3nnc(Cc4cccs4)n3C3CCCCC3)cc(=O)n2c1	99	-4	101	-10	13	-13	-8	102	-6	3.1	-6
CN(C)S(=O)(=O)c1cccc(NC(=S)N/N=C/C(c2ccccc2)c2ccccc2)c1	89	-2	64	-8	-2	1	-3	89	0	-0.9	-2
O=C(c1cc(F)ccc1F)C1CCCN(C(=O)CCCN2CCCCC2=O)C1 (stereo unspecified)	97	-3	100	1	14	4	0	103	0	4.3	0
O=C(CCCOc1ccc(Cl)cc1Cl)n1nnc2ccccc21	107	/	120	/	0	/	?	102	/	0.9	/
CCCCNc1ncnc2c1cnn2-c1ccc(C)cc1C	101	-2	103	-4	2	-6	-10	99	0	0.4	-2
OCCNCC(O)Cn1ccc2ccccc21 (stereo unspecified)	106	0	102	-2	-1	0	2	105	2	0.2	1
COc1ccc(Oc2c(Cl)cnn(-c3ccccc3)c2=O)cc1	92	-1	97	-3	4	0	0	91	0	0.8	-1
Cn1nc(C(=O)OCC(=O)c2ccc[nH]2)c2ccccc2c1=O	104	1	105	-1	14	-1	-2	106	0	1.0	-2
COc1ccc(CC(=O)NCc2nc(-c3ccccc3)no2)cc1	?	-1	103	-5	11	-7	0	101	0	1.8	-2

An excerpt of these results, with bars between the fields.
SMILES | RGS7-Gao reg | Bim-Mcl-1 | RGS8-Gao | Bcl-B Bim block | ABCG2 block | Bim-Bfl-1 | Bim-Bcl-2 | RGS4-Gao reg | Bim-Bcl-W | ABCB1 block | Bim-Bcl-XL
O=C(/C=C/c1cccc([N+](=O)[O-])c1)Nc1cc(C(=O)O)cc(C(=O)O)c1 | 97 | -1 | 98 | 0 | 4 | -3 | -1 | 99 | -1 | 0.9 | -1
COc1cc(C(=O)OCC(=O)N2CCCC2)cc(OC)c1OC | 103 | -6 | 103 | -7 | 5 | -10 | -6 | 102 | -3 | 2.0 | -7
CC(CCc1ccco1)NC(=O)CSc1cc(=O)n(C)c2ccccc12 (stereo unspecified) | 99 | 0 | 99 | 0 | 25 | 0 | 2 | 98 | 0 | 1.5 | 0
Cc1ccc2[nH]c(-c3ccccc3)c(CN3CCCC3)c(=O)c2c1 | 107 | 0 | 98 | -3 | 1 | -3 | -5 | 99 | -3 | 0.2 | -1
CCn1c(SCC(N)=O)nnc1-c1ccc2[nH]c(C)c(C)c2c1 | 96 | -8 | 102 | -9 | 11 | -16 | -10 | 102 | -3 | 1.0 | -13
CCOc1ccc2nc(N3CCCN(C(=O)Nc4ccccc4C)CC3)c(C#N)cc2c1 | 103 | 4 | 102 | -7 | 4 | -5 | 4 | 106 | 6 | 1.1 | 2
Cc1cc2nc(C)n(CCCNC(=O)Nc3ccccc3)c2cc1C | 180*[activator] | 1 | 170*[activator] | 1 | 2 | 4 | 5 | 158*[activator] | 0 | 0.1 | -1
CC(Sc1nncs1)C(=O)Nc1ccc2c(c1)OCO2 (stereo unspecified) | 97 | -1 | 101 | -6 | 15 | -1 | -4 | 103 | -4 | -1.1 | -3
CC(Cc1cccnc1)NC(=O)CCc1nnc(-c2ccccc2)o1 (stereo unspecified) | 103 | -5 | 102 | -3 | 3 | -6 | -2 | 99 | -5 | 0.4 | -3
CCCCCc1nc(-c2nonc2N)no1 | 100 | 5 | 100 | -1 | 1 | -11 | 1 | 101 | 3 | 0.2 | 2
CN(Cc1ccccc1)C(=O)COC(=O)c1cc(Cl)nc(Cl)c1 | 88 | 0 | 87 | 0 | 2 | -6 | 0 | 94 | -1 | 0.9 | 0
COc1cc2[nH]c(=S)nc(NCCc3ccc(C)cc3)c2cc1OC | 98 | 16 | 98 | 0 | -1 | 3 | 4 | 100 | 20 | -0.5 | 32

Later entries.
SMILES	RGS7-Gao reg	Bim-Mcl-1	RGS8-Gao	Bcl-B Bim block	ABCG2 block	Bim-Bfl-1	Bim-Bcl-2	RGS4-Gao reg	Bim-Bcl-W	ABCB1 block	Bim-Bcl-XL
Cc1cccc(OCC(=O)Nc2cccc3nsnc23)c1	104	-1	101	-11	4	-15	-10	100	-2	0.3	-6
O=C(/C=C1\SC(=O)N(CC(=O)Nc2ccc(Cl)cc2)C1=O)Nc1ccc(F)cc1	97	-3	102	-9	0	-1	-5	102	-4	-0.2	-7
COc1cc(OC)cc(C(=O)Nc2cc(NC(=O)c3ccco3)ccc2OC)c1	101	0	99	-7	6	-12	-11	101	0	1.3	-2
C#CCNC(=O)C1=C[C@H](c2cn(C(C)=O)c3ccccc23)C[C@H](OCc2ccc(CO)cc2)O1	98	0	97	-5	1	-6	0	100	1	0.9	-1
Cn1nc(-c2ccccc2)c2ncc(C(F)(F)F)cc21	98	9	100	2	7	2	-1	102	3	0.4	0
CCOc1ccc(Nc2nc(N)nc(CN3CCN(c4ccccc4F)CC3)n2)cc1	97	-2	101	-3	6	-6	-2	101	-2	1.0	-1

Source: PubChem BioAssay (NMMLSC)
